Vif-A3F inh: inhibitors of Vif-A3F interaction. HeLa A3F-eYFP + Vif (tagged APOBEC3F with the HIV-1 protein that degrades it), YFP fluorescence increase. Potency, µM (series often up to 46.1 µM), inactives show at the highest dose activity, negative = active. 390,000 compounds, 0.2% hits; further: potency means the concentration at half of the fitted maximal effect; % of control where 0% means no effect; nearly all actives have a fitted effect of over 65% in size
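Fluorescence increase (Ex 488/Em 500-530) after overnight compound treatment at 37 deg C flags inhibition of Vif-driven A3F-eYFP loss in stable HeLa A3F-eYFP/Vif cells seeded overnight beforehand.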
D1 potentiator: potentiators of human D1 dopamine receptor; P21728; HEK293 TREx D1 cells, calcium flux, dopamine EC20 potentiation; potentiation, % at 10 µM; 360,000 compounds, 0.036% hits; in the data active means potentiation above about 30%; further: 0% is about no effect
Target sequence (P21728 whole entry, looked up): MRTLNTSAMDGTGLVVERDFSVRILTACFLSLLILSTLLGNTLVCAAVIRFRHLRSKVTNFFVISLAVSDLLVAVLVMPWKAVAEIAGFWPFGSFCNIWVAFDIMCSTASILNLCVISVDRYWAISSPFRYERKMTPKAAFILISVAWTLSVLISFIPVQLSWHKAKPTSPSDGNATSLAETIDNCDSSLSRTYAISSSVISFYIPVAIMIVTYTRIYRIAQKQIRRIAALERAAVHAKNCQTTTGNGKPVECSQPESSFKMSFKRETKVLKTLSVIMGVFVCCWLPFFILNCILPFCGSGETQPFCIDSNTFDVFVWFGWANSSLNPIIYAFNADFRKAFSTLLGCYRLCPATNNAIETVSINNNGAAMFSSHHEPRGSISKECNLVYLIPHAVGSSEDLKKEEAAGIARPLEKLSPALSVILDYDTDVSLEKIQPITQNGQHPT
Vif-APOBEC3G blk: blocks the Vif interaction with human APOBEC3G; Q9HC16; HeLa A3G-eYFP + Vif (tagged APOBEC3G with the HIV-1 protein that degrades it), YFP fluorescence, overnight; Potency, µM (top dose mostly 46.1 µM), inactives show at the top dose activity, negative = active, hits mostly inhibitors; 410,000 compounds, 0.076% hits;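 further: potency means the concentration at half of the fitted maximal effect; on the % scale 0 is the no-effect control and ±100 the full control effect; nearly all actives have a fitted effect of over 60% in size; hits raise eYFP signal because A3G escapes Vif-driven loss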
Target sequence (Q9HC16 whole entry, looked up): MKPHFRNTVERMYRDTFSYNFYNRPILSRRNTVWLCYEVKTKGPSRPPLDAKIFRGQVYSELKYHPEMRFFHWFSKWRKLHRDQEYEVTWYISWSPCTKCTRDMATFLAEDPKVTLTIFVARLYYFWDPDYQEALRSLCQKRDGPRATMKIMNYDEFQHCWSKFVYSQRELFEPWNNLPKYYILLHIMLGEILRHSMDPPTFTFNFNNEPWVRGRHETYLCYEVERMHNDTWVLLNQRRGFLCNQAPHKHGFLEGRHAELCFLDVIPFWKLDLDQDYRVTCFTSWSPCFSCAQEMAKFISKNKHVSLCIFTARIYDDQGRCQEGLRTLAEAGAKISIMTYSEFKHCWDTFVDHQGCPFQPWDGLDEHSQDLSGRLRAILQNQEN
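Read-out is eYFP fluorescence (Ex 488/Em 500-530) from Vif-expressing HeLa A3G-eYFP cells; more signal means A3G escaped Vif-mediated degradation. Cells plated overnight, compound pinned in, incubated overnight at 37 deg C.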
D1 agonist: human D1 receptor agonism; P21728; activation, % at 2 µM; HEK293 T-REx D1 cells, calcium flux, agonist mode; 360,000 compounds, 1% hits; in the data active means activation above about 30%; further: 0% is about no effect
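Tetracycline-induced HEK293 TREx D1 cells, force-coupled to calcium signalling, were dye-loaded with a no-wash calcium kit. Compound was pin-added after a 10 s baseline. Fluorescence was read kinetically at 1 cycle/s for 180 s, with calcium rises flagged as agonism.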
Glioma ERSR ind: ER stress response induction in glioma. U87-MG GRP78 promoter luciferase reporter, 16 h. Potency, µM, for the others: at the highest dose activation, usual class: activators. 420,000 compounds, 0.02% hits; further: potency means the concentration at half of the fitted maximal effect; series mostly up to about 76 µM; % of control where 0% means no effect; nearly all actives have a fitted effect of over 35% in size
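Stably transfected U87-MG glioma cells carrying a GRP78-based luciferase sensor; 16 h compound incubation. Luminescence end-point read 10 min after Bright-Glo addition at room temperature.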
RXFP1 ag: RXFP1 (human) receptor agonism. Potency, µM (series often up to 57.5 µM), inactives show top-dose activation, most hits filed as activators. 370,000 compounds, 0.3% hits. HEK293T-RXFP1 cAMP TR-FRET, 30 min; response scale: percent of porcine relaxin response, buffer zero. AID 2676; further: potency means the concentration at half of the fitted maximal effect; on the % scale 0 is the no-effect control and ±100 the full control effect; nearly all actives have a fitted effect of over 60% in size; many of its hits are not listed in these tables
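HEK293T cells stably expressing RXFP1 were pretreated with the PDE4 inhibitor Ro 20174, exposed to compounds for 30 min at 37C, lysed, and cAMP was read by TR-FRET. Data normalized to buffer (basal) and 29 nM porcine relaxin (100%).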
D2 potentiator: D2 dopamine receptor (human) potentiation | P14416 | HEK293 T-REx D2, calcium flux, EC20 dopamine potentiation | potentiation, % at 10 µM | 340,000 compounds, 0.34% hits;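 active means potentiation over 3 SD above the plate norm, cut at about 30% in these data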; further: 0% is about no effect
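Tetracycline-induced Hek293 Trex D2 cells, force-coupled to calcium, loaded with no-wash calcium dye. Compound added with 180 s kinetic read for agonism, then EC20 dopamine and a further 180 s read for potentiation.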
D1 antag: human D1 dopamine receptor antagonism; 360,000 compounds, 3.2% hits; activity change, negative = inhibition, % at 10 µM; HEK293 TREx D1 cells, calcium flux, dopamine EC80; hits give low values; P21728; in the data active means activity change below about -30%; further: on the % scale 0 is the no-effect control and ±100 the full control effect
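Allosteric or orthosteric antagonism assessed as attenuation of the calcium response to EC80 dopamine, added 180 s after compound, in induced HEK293 Trex D1 cells loaded with no-wash calcium dye.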
RXFP1 antagonist: RXFP1 (human) relaxin receptor antagonism | Q9HBX9 | HEK293-RXFP1, relaxin-stimulated cAMP HTRF, 30 min; hits give low values | activity change, negative = inhibition, % at 57.5 µM | 350,000 compounds, 0.59% hits | AID 1259400;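 active means activity change of -60% or lower, but not beyond a set lower limit; inconclusive means change between -60% and -40%, or beyond the set limit; inactive means change above -40%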; further: on the % scale 0 is the no-effect control and ±100 the full control effect
Starred values were filed as active, the others as inactive; ? = inconclusive; / = no result given. Unless noted, the call rests on the fitted dose curve; in most records, active means well fitted curve in the direction sought with a large enough effect; inconclusive means small, poorly fitted or top-dose-only effect, or another doubt; inactive means no such curve, though single readings can be large; an effect the other way counts as inactive or inconclusive. Only part of the results is shown; count on the stated rates, not on these rows.

SMILES	Vif-A3F inh	D1 potentiator	Vif-APOBEC3G blk	D1 agonist	Glioma ERSR ind	RXFP1 ag	D2 potentiator	D1 antag	RXFP1 antagonist
CC1=Nc2ccccc2/C1=C/c1sc(=S)n(-c2cccc(C(=O)O)c2)c1O	?	3	8%	49*	-12%	0.8%	/	-5	-28
COC(=O)c1ccc([C@@H]2Nc3c(cccc3C(F)(F)F)[C@@H]3C=CC[C@@H]32)cc1	-7%	-1	1%	0	-7%	3.7%	9	27	-2
Cc1ccc(-c2csc(NC(=O)C3=COCCO3)n2)cc1C	?	-5	-3%	0	4%	0.4%	1	22	-1
CC(C)COc1ccc(C(=O)OCC(=O)N(C)CC(=O)Nc2ccc(F)cc2)cc1	5%	7	1%	6	-4%	1.9%	6	6	-14
Cc1[nH]nc2c1C(c1ccoc1)C(C#N)=C(N)O2 (configuration not stated)	-15%	-2	0%	2	-5%	0.0%	-13	-8	-6
CCN(CC)C(=O)Cn1cnc([N+](=O)[O-])n1	-2%	-4	0%	1	-3%	1.3%	-3	1	-6
CCOc1cc(CNC2CCCC2)ccc1OCc1ccccc1Cl	-4%	-2	-2%	17	-3%	0.3%	-7	9	-3
Cc1cc(C(=O)Nc2ccc(Cl)cc2)on1	3%	2	0%	2	-1%	0.2%	4	-3	-2
Cc1sc2ncn(CC(=O)NCc3ccco3)c(=O)c2c1-c1ccc(F)cc1	0%	-1	-1%	10	-2%	-1.8%	0	-5	-23
COc1ccc(C(=O)NC(C)CCc2ccccc2)c(OC)c1 (configuration not stated)	3%	-16	9%	18	-1%	2.7%	7	-36*	0

Arranged by number of heavy atoms (lowest first): some entries from above
SMILES	Vif-A3F inh	D1 potentiator	Vif-APOBEC3G blk	D1 agonist	Glioma ERSR ind	RXFP1 ag	D2 potentiator	D1 antag	RXFP1 antagonist
Cc1[nH]nc2c1C(c1ccoc1)C(C#N)=C(N)O2 (configuration not stated)	-15%	-2	0%	2	-5%	0.0%	-13	-8	-6
COc1ccc(C(=O)NC(C)CCc2ccccc2)c(OC)c1 (configuration not stated)	3%	-16	9%	18	-1%	2.7%	7	-36*	0
Cc1sc2ncn(CC(=O)NCc3ccco3)c(=O)c2c1-c1ccc(F)cc1	0%	-1	-1%	10	-2%	-1.8%	0	-5	-23

Following part
SMILES	Vif-A3F inh	D1 potentiator	Vif-APOBEC3G blk	D1 agonist	Glioma ERSR ind	RXFP1 ag	D2 potentiator	D1 antag	RXFP1 antagonist
CCCn1c(SCC(=O)N2CCCCC2)nc2c1c(=O)n(C)c(=O)n2C	3%	4	0%	2	-4%	22%	-12	6	7
Cc1nc2ccc(C(=O)N/N=C/c3ccccc3O)cc2[nH]1	-5%	-5	0%	-2	-1%	0.7%	1	11	-11
COc1ccc(C(C(=O)NC2CCCCC2)N(Cc2ccco2)C(=O)c2snc(C(N)=O)c2N)cc1 (configuration not stated)	-4%	-5	-1%	4	-3%	3.0%	-6	11	-2
O=C(N/N=C/c1ccc2cccnc2c1)c1nc2ccccc2c(=O)[nH]1	10%	0	0%	3	12%	1.7%	11	3	-18
COc1cc(OC)cc(C(=O)NNC(=O)CCNS(=O)(=O)c2ccc(Br)cc2)c1	4%	/	-1%	/	-2%	/	/	/	9
CC(=O)N1CCN(C(=O)c2ccccc2NS(=O)(=O)c2ccc(F)cc2)CC1	2%	/	3%	3	-3%	0.4%	2	3	-10
Cc1cccc2c1NC1(CCCC1)CC2C (configuration not stated)	-5%	2	1%	1	-2%	0.9%	-8	1	-17
O=C(CCCCn1c(=O)c2ccccc2n(Cc2cccc(F)c2)c1=O)NCCc1ccccc1	-11%	2	3%	3	-2%	-0.9%	2	-4	/
CCOc1ccc(S(=O)(=O)N(C)c2ccc(OCC(=O)Nc3nccs3)cc2)cc1	-6%	-4	-1%	4	-3%	0.6%	15	-17	-1
CCN(CC)c1nc(Nc2ccc([N+](=O)[O-])cc2)nc(N(CC)CC)n1	-7%	5	-1%	8	1%	1.2%	-5	37	0
O=C(CCc1nc2cccnc2n1Cc1cccs1)Nc1cccc(Cl)c1	-1%	-3	-12%	4	-1%	-0.5%	-10	-8	-31
COc1cccc(NC(=O)CN(C)C(=O)CSCc2nc3scc(-c4cccs4)c3c(=O)[nH]2)c1	6%	-5	-5%	-2	2%	0.4%	2	8	-22
CC(C)C(c1nnnn1CCc1ccccc1)N1CCOCC1 (configuration not stated)	?	2	2%	1	-1%	1.2%	5	-12	-9
COC(=O)c1cn(C(=O)c2cc(Br)ccc2Cl)c2ccccc12	1%	-6	-15%	-2	-1%	0.0%	8	-1	2
Cc1ccc2nc(-c3ccc(C)s3)c(Nc3ccc4c(c3)OCCO4)n2c1	9%	8	-4%	3	3%	7.1%	2	-7	/
CCC(=O)OCCNc1nc(-c2ccccc2)nc2ccccc12	19%	-5	0%	4	0%	1.3%	/	0	-11
COc1ccccc1NC(=O)C1=C(C)Nc2nc(SC)nn2C1c1ccccc1Cl (configuration not stated)	-2%	-4	-6%	1	-1%	0.5%	1	-8	/
CC1(C)C(=O)Nc2ccccc2N1C(=O)COc1ccccc1C#N	-4%	/	-1%	/	-3%	/	/	/	-1
COc1cc(OC)c(OC)cc1CNCC1COc2ccccc2O1 (configuration not stated)	5%	/	-6%	/	0%	/	/	/	-3
CCN(CC(=O)O)S(=O)(=O)c1cc(Cl)ccc1Cl	6%	1	-5%	6	-2%	0.3%	-8	0	-2
COc1ccc(CC(NC(C)=O)C(=O)NC2CCN(c3nnnn3-c3ccccc3)CC2)cc1OC (configuration not stated)	/	2	/	-1	/	1.0%	1	-2	/
COc1ccc(S(=O)(=O)NCC(c2ccc(C)cc2)N2CCN(C)CC2)cc1OC (configuration not stated)	7%	-1	-1%	-1	-4%	-0.5%	15	15	-12
CCOC(=O)CNC(=O)c1sc2ncnc(N3CCc4ccccc4C3)c2c1C	-10%	0	-19%	8	?	14%	-3	/	0
CCOc1ccc(/C=N/NC(=O)c2ccccc2C)cc1CN1CC2CC(C1)c1cccc(=O)n1C2 (configuration not stated)	-1%	-1	-3%	-3	4%	0.5%	-2	/	/
CCOCCCNC(=O)C(c1ccc(C)cc1)N(Cc1cccs1)C(=O)c1ccccc1O (configuration not stated)	-2%	-5	-4%	4	-5%	-0.9%	14	9	-15
CCCCCCC(=O)Oc1ccc(N2C(=O)CCC2=O)cc1	16%	-13	4%	3	-4%	-0.3%	2	-10	-34
O=S(=O)(Nc1ccc(Br)cc1)c1cccc2nonc12	3%	-7	-8%	4	3%	1.9%	9	-2	-3
Cc1cc(=O)oc2cc(OCC(=O)OC(C)C(=O)NC3CCCC3)ccc12 (configuration not stated)	-3%	-3	0%	2	-5%	0.8%	8	-3	-9
COc1ccc(CNc2oc(/C=C/c3cccc(OC)c3)nc2C#N)cc1	-3%	7	-2%	6	12%	22%	0	9	/
c1ccc2nc(N3CCN(Cc4ccc5c(c4)OCO5)CC3)cnc2c1	4%	-14	4%	7	0%	2.9%	-15	-7	-16
Cn1c(=O)c2c(ncn2CC(=O)N/N=C/c2ccc(Br)s2)n(C)c1=O	9%	1	0%	0	-2%	3.0%	-6	3	-4
CCC(=O)Nc1ccccc1C(=O)OCC(=O)Nc1ccc(S(N)(=O)=O)cc1	2%	-2	5%	0	6%	-0.5%	-10	-1	4
Cn1c(CC(=O)Nc2ccccc2)cc2ccccc21	0%	-6	2%	5	1%	4.1%	-6	-25	-1
COc1ccc(OCCCCOc2ccccc2Cl)cc1	-6%	-4	-1%	6	-1%	2.4%	-1	7	6
Cc1nn(Cc2ccc(C(=O)Nc3nc4c(C)cccc4s3)o2)c(C)c1Br	-6%	-10	-1%	2	0%	2.0%	/	-7	-3
Cc1ccc(C(=O)N/C(=C\c2ccc(-c3ccccc3[N+](=O)[O-])o2)C(=O)NCCN(C)C)cc1	-10%	-11	1%	4	0%	3.1%	/	-3	-1
Cc1ccc(Cl)cc1N1CCN(C(=O)Cc2c(C(=O)O)[nH]c3ccc(Cl)cc23)CC1	4%	1	-12%	4	32µM*	0.9%	-2	-8	-11
Cn1c(=O)c2c(nc(NC3CCCCC3)n2CC(O)COc2ccccc2)n(C)c1=O (configuration not stated)	-6%	-4	1%	1	-1%	3.0%	-16	2	0
COc1cc2c(=O)n(CCC(=O)NCC3CCCO3)c(=O)n(CC(=O)c3ccc(Cl)cc3)c2cc1OC (configuration not stated)	-3%	-7	0%	0	-5%	1.6%	7	-30*	9
CC1CCC(NC(=O)CCNC(=O)c2ccccc2)CC1 (configuration not stated)	1%	-10	-1%	0	-1%	1.5%	-5	-3	-6
COc1ccc(C2CC(=O)c3cc(-c4nc(-c5cccc([N+](=O)[O-])c5)cs4)c(=O)n(-c4ccccc4N)c3C2)cc1 (configuration not stated)	1%	0	-1%	4	-2%	4.6%	6	9	/
O=C(CN1C(=O)NC2(CCCCC2)C1=O)Nc1ccc(Cl)c(S(=O)(=O)N2CCOCC2)c1	-19%	-6	-7%	2	-2%	0.9%	15	-1	-27
O=[N+]([O-])c1ccccc1N(CC1CO1)S(=O)(=O)c1ccccc1 (configuration not stated)	-14%	-2	-5%	-1	0%	0.4%	12	4	3
CCOC(=O)c1cc(-c2cccc([N+](=O)[O-])c2)n[nH]1	0%	4	0%	-2	-1%	1.8%	/	/	-17
CC1(C)Cc2c(C#N)c(N3CCN(C(=O)c4ccccc4)CC3)nc(-c3ccco3)c2CS1	/	0	1%	1	-3%	1.6%	1	8	3
CC(=O)Nc1ccc(S(=O)(=O)Nc2nc3ccccc3nc2N2CCCCCC2)cc1	-1%	2	0%	3	1%	3.4%	-9	2	-18
C[C@H]1CN([C@@H](C)CO)C(=O)c2cc(/C=C/c3ccccc3)cnc2O[C@H]1CN(C)C(=O)c1cccc(F)c1	-9%	/	-1%	/	-1%	/	/	/	4
Cn1c2ccccc2c(=O)c2ccc(C#CC3(N)CCCCC3)cc21	?	-4	9%	4	-4%	21%	-12	-4	/
CC(C)c1ccc2oc(-c3ccc(Cl)c(NC(=O)Cc4ccccc4)c3)nc2c1	-10%	-1	3%	7	-8%	8.7%	13	7	-3

High-throughput results as filed in PubChem.
